Screening data (PubChem)
Caspase-1 inhib: qHTS Assay for Allosteric/Competitive Inhibitors of Caspase-1 | P29466 | Caspase-1 enzyme, Ac-WEHD-AFC fluorogenic rate | Potency, µM (highest dose often 57.5 µM), inactives show at the highest dose activity change, negative = inhibition, hits mostly inhibitors | 75,000 compounds, 0.03% hits | AID 900, 2007;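 also: potency is read from the fitted curve at half-maximal effect; plate controls were vehicle for no effect and no substrate for full effect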
BRCT inh green: qHTS Assay for Inhibitors of BRCT-Phosphoprotein Interaction (Green Fluorophore); BRCA1 BRCT-phosphopeptide binding, green fluorescence polarization; 75,000 compounds, 0.05% hits; AID 875, 2007; Breast cancer type 1 susceptibility protein (Homo sapiens), P38398; Potency, µM (series often up to 76.9 µM), for inactives: at the top dose activity change, negative = inhibition, most hits filed as inhibitors;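 also: potency is read from the fitted curve at half-maximal effect; plate controls were peptide without protein for full effect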
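Fluorescence polarization: His-tagged BRCT (~35 kDa BRCA1 C-terminus, 250 nM) bound to 100 nM fluorescein-labeled phosphorylated 10-aa BACH1 peptide, pH 7.3 phosphate buffer with DTT and Tween 20. Compounds incubated 12 min at room temperature; inhibition read as lowered polarization.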
Caspase-7 inhib: qHTS Assay for Allosteric/Competitive Inhibitors of Caspase-7. recombinant caspase-7, Ac-DEVD-AFC fluorescence rate. Potency, µM (doses to about 57.5 µM), for the others: at the top dose activity change, negative = inhibition, hits mostly inhibitors. 75,000 compounds, 0.02% hits; active = well fitted inhibition curve with a large enough effect in the main read-out, with a control signal flat, not every such curve was filed as active; inconclusive = small, poorly fitted or top-dose-only effect, or a change in a side signal; also: potency is read from the fitted curve at half-maximal effect; % of control where 0% means no effect
HADH2 inhib: qHTS Assay for Inhibitors of HADH2 (Hydroxyacyl-Coenzyme A Dehydrogenase, Type II); recombinant HADH2, NADH fluorescence, beta-hydroxybutyryl-CoA; Potency, µM (doses to about 57.1 µM), without a hit: at the highest dose activity change, negative = inhibition, usual class: inhibitors; 3-hydroxyacyl-CoA dehydrogenase type-2 (Homo sapiens), Q99714; 73,000 compounds, 3.4% hits; AID 886, 2007; also: potency is read from the fitted curve at half-maximal effect; % is scaled to controls: 0 for no effect and ±100 for the full control effect; nearly all actives have a fitted effect of over 60% in size; many of its hits are not listed in these tables
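Buffer 100 mM Tris-HCl pH 9.0/0.01% Tween-20; HADH2 20 nM; NAD+ 1 mM; beta-hydroxybutyryl-CoA 90 uM (all final). 15 min cpd preincubation, RT.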
USP2a inhib: qHTS Assay for Inhibitors of Ubiquitin-specific Protease USP2a; 60,000 compounds, 0.1% hits; AID 927, 2007; Potency, µM (titrated, usually from 38.3 µM), without a hit: at the top dose activity change, negative = inhibition, usual class: inhibitors; USP2a enzymatic assay, qHTS inhibition; Ubiquitin carboxyl-terminal hydrolase 2 (Homo sapiens), O75604;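 also: potency is read from the fitted curve at half-maximal effect; nearly all actives have a fitted effect of over 60% in size; plate controls were DMSO for no effect and NEM full inhibition control for full effect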
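20 nM USP2 core + cpd, 30 min RT; add 20 nM Ub-PLA2/20 uM NBD C6-HPC; read Ex460/Em535 at 0 h and 2.5 h. Normalized to NEM; qHTS curve fit/classification.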
Rhodamine autofl: qHTS Assay for Spectroscopic Profiling in Rhodamine Spectral Region; Rhodamine-region fluorescence, 547/598 nm, Tris buffer; active compounds read high; max dye-equivalent concentration, M; 59,000 compounds, 0.05% hits; AID 594, 2007; in the data active = max dye-equivalent concentration above about 11 nM; inconclusive = between about 1.1 nM and that limit
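Compounds in 100 mM Tris buffer, pH 8.0, were incubated 15 min at room temperature, then read at 547 nm excitation and 598 nm emission. Fluorescence was normalized against a per-plate six-point rhodamine standard curve as dye-equivalent concentration.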
ALOX15 inhib: qHTS Assay for Inhibitors of 15-hLO (15-human lipoxygenase); Polyunsaturated fatty acid lipoxygenase ALOX15 (Homo sapiens), P16050; purified 15hLO-1, xylenol orange hydroperoxide absorbance; Potency, µM (top dose mostly 57.1 µM), for the others: at the highest dose activity change, negative = inhibition, actives largely listed as inhibitors; 74,000 compounds, 1.4% hits; AID 887, 2007; also: potency is read from the fitted curve at half-maximal effect; % is scaled to controls: 0 for no effect and ±100 for the full control effect; nearly all actives have a fitted effect of over 55% in size
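Purified human 15hLO-1 (40 nM) in 25 mM Hepes pH 7.5, 0.01% Triton X-100, preincubated 15 min RT with compound, then 50 uM arachidonic acid for 6 min. Hydroperoxide read by ferrous/xylenol orange, 30 min; 573/405 nm absorbance ratio gave progress.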
HEK293 cAMP ctrl: qHTS Assay for Agonists of the Thyroid Stimulating Hormone Receptor: Activators of Intracellular cAMP Concentrations in Parental HEK 293; parental HEK293 CNG cAMP sensor, membrane potential fluorescence; Potency, µM (highest dose often 57.1 µM), without a hit: at the top dose activation, actives largely listed as activators; 73,000 compounds, 2.5% hits; also: potency is read from the fitted curve at half-maximal effect; % of control where 0% means no effect; nearly all actives have a fitted effect of over 55% in size
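Counterscreen for endogenous-receptor signalling: CNG-channel HEK 293 cells report cAMP rise by membrane depolarization. After 60 min dye equilibration with 100 uM RO 20-1724, compounds incubated 30 min before bottom-read fluorescence at 590 nm.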
Tau filament bind: qHTS Assay for Tau Filament Binding. Potency, µM (titrated, usually from 57.1 µM), for the others: top-dose activity change, negative = inhibition. 71,000 compounds, 2% hits. recombinant tau filaments, thioflavin S fluorescence, 15 h; filaments grown with octadecylsulfate alongside compound;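 also: potency is read from the fitted curve at half-maximal effect; % is scaled to controls: 0 for no effect and ±100 for the full control effect; actives lower thioflavin S fluorescence by blocking filaments or displacing dye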
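Assay mix: 1 uM His-tagged tau, 30 uM sodium octadecylsulfate, thioflavine S dye in HEPES/NaCl/DTT buffer. Compound is added prior to the inducer. Fluorescence after 15 h at 37 C.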
DNA Pol III inh: qHTS Assay for Inhibitors of DNA Polymerase III Holoenzyme System. reconstituted DNA polymerase III holoenzyme replication, biochemical. Potency, µM (doses to about 57.1 µM), without a hit: at the top dose activity change, negative = inhibition. 71,000 compounds, 0.25% hits; also: potency is read from the fitted curve at half-maximal effect; % is scaled to controls: 0 for no effect and ±100 for the full control effect
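Reconstituted *E. coli* holoenzyme (0.35 nM Pol III, 1 nM beta, 154 nM SSB, 2 nM primase) was preincubated with compound for 15 min at RT. Synthesis on 1.4 nM ssM13Gori ran 35 min, then was stopped with PicoGreen/EDTA and read as dsDNA fluorescence.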
BRCT inh red: qHTS Assay for Inhibitors of BRCT-Phosphoprotein Interaction (Red Fluorophore); Breast cancer type 1 susceptibility protein (Homo sapiens), P38398; BRCT-phosphopeptide binding, red fluorescence polarization; Potency, µM (top dose mostly 76.9 µM), inactives show top-dose activity change, negative = inhibition, actives largely listed as inhibitors; 75,000 compounds, 0.03% hits; also: % is scaled to controls: 0 for no effect and ±100 for the full control effect
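Rhodamine-labelled pBACH1 10-mer (100 nM) bound to BRCT domain (100 nM) at pH 7.3; compounds incubated 12 min room temperature, polarization read. Free peptide defines full inhibition; unlabelled decapeptide titrated as control.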
Starred values were filed as active, the others as inactive; i = inactive; ? = inconclusive; · = not tested or not shown; & = joins results of further samples; [ ] = dose if it differs, or a comment. Unless noted, calls follow the shape of the dose curve; as a rule, active = well fitted curve in the direction sought with a large enough effect; inconclusive = small, poorly fitted or top-dose-only effect, or another doubt; inactive = no such curve, though single readings can be large; an effect the other way counts as inactive or inconclusive. The list is partial; count on the stated rates, not on these rows.

The line under a structure holds: Caspase-1 inhib | BRCT inh green | Caspase-7 inhib | HADH2 inhib | USP2a inhib | Rhodamine autofl | ALOX15 inhib | HEK293 cAMP ctrl | Tau filament bind | DNA Pol III inh | BRCT inh red
> C=CCn1c(O)c(C(C)=Nc2ccc(N(CC)CC)cc2)c(=O)[nH]c1=O
    -4.5% | 0.3% | -5.1% | -23.6% | 18.3% | i | -19.0% | -8.0% | 15.8µM* | -4.5% | -1.5%
> CCN1c2nc3c(C)cccn3c(=O)c2CC2(C(=O)N(C)C(=O)N(C)C2=O)C1C (stereo not given)
    -1.4% | 0.9% | -2.4% | 0.6% | 11.5% | i | 8.6% | -3.2% | -0.7% | -0.1% | -0.5%
> CN1C(=O)CCS(=O)(=O)[C@H]1c1ccc(Cl)cc1
    -12.5% | -2.7% | 4.8% | -2.5%&9.6% | 2.2% | i | -6.8% | 2.3% | ? | -6.2%&-4.3% | -2.8%
> C[C@H]1C(=O)O[C@H]2CCN3CC=C(COC(=O)[C@](C)(O)[C@@]1(C)O)[C@H]23
    · | · | · | -4.2% | · | i | · | -3.3% | 0.1% | 3.7% | ·
> CCOC(=O)C(O)(c1ccc(N(CC)C(=O)OC)cc1)C(F)(F)F (stereo not given)
    0.0% | -1.1% | 0.6% | -2.1% | 6.8% | i | 2.4% | 3.9% | 0.9% | -0.8% | -1.1%
> C=CCn1c(O)c(C(=O)CCCCCC)c(=O)[nH]c1=O
    0.4% | -0.7% | -0.8% | 6.5% | 3.6% | i | 17.6% | 8.1% | -7.7% | -1.8% | 0.6%
> CC(C)N1CC=C(c2c[nH]c3ccccc23)CC1
    -5.6% | 0.6% | -3.0% | -6.0% | · | · | ? | -10.4% | · | · | -0.9%
> O=C(Cn1cc(C(=O)c2ccccc2F)c2ccccc21)NCc1ccco1
    -1.4% | -1.3% | -0.7% | 3.0% | -10.9% | i | 1.5% | 7.5% | 212.6% | -1.3% | -0.7%
> CCC(C)C(=O)c1c(O)c(C)c2oc3c(C)c(O)c(C(=O)C(C)CC)c(O)c3c2c1O (stereo not given)
    -0.1% | -1.8% | 1.4% | · | 16.8% | · | -4.8% | · | · | · | -0.3%
> Cc1onc(-c2ccccc2Cl)c1C(=O)OCC(=O)c1ccc2c(c1)OCCO2
    0.2% | 4.5% | 0.8% | 7.9% | 32.2%[activator] | i | 0.2% | ? | 0.8% | -0.2% | -1.3%
> Cc1ccc(N2C(=O)NC(=O)C3(Cc4ccccc4N4CCN(c5ccccc5)CC43)C2=O)cc1 (stereo not given)
    ? | 6.0% | ? | 9.8% | 39.9%[activator] | i | -14.8% | 18.7% | -4.8% | -3.2% | -0.2%
> COC(=O)c1ccccc1-n1c(C)nc2ccccc2c1=O
    0.0% | -0.3% | -0.5% | 5.6% | -2.6% | i | 6.9% | ? | -6.5% | -3.7% | -0.2%
> CCOC(=O)N(c1ccccc1)P1(=S)OCC(C)O1 (stereo not given)
    -1.5% | 0.2% | 1.2% | -23.0% | 2.3% | i | -2.0% | 6.2% | -7.5% | -2.3% | 1.2%
> O=S(=O)(O)c1ccc(O)c2ncccc12.O=S(=O)(O)c1ccc(O)c2ncccc12.[Zn]
    -2.5%[11.5 µM] | -0.4%[15.4 µM] | -7.1%[11.5 µM] | -19.7%[11.4 µM] | · | i | ? | 0.0%[11.4 µM] | 5.4%[11.4 µM] | -11.5%[11.4 µM] | -1.6%[15.4 µM]
> C=Cn1ccnc1P(=S)(c1ccn(C)c1)c1nccn1C=C
    2.0% | -2.3% | -0.1% | 3.2% | 3.7% | i | 9.0% | 2.9% | -0.9% | -2.9% | 0.3%
> CC[N+]1(C)CCCC(OC(=O)C(O)(c2ccccc2)c2ccccc2)C1 (stereo not given)
    -1.7% | -2.3%[3.08 µM] | 1.4% | · | -3.3% | i | 2.0% | · | · | · | -0.4%
> CCC1(CC)C(=O)NC(=NCCc2c[nH]c3ccccc23)NC1=O
    -1.0% | -0.6% | 1.8% | -13.0% | 7.3% | i | 5.5% | 24.0% | -10.8% | -3.1% | 0.3%
> C=CCc1c(C)[nH]c(=S)c(C#N)c1C
    -2.6% | -1.9% | -0.4% | 12.6µM* | 18.5% | i | 15.8µM* | 1.1% | -14.6% | -1.9% | -1.4%
> CC(C(=O)c1c[nH]c2ccccc12)N1CCc2ccccc2C1 (stereo not given)
    -2.3% | -1.2% | -3.0% | -1.4% | 12.2% | i | -21.6% | 8.7% | -24.1% | -15.8% | -1.2%
> C=CCN1C(=O)NC(=O)C(Cc2ccc(OC)c(OC)c2)C1=O (stereo not given)
    -1.3% | -1.1% | -0.8% | 2.2% | -3.2% | i | 6.6% | 5.8% | 9.2% | -3.6% | 0.1%
> O=c1c2cc(Cl)cc(Cl)c2nc(CN2CCOCC2)n1-c1ccccc1F
    0.7% | -0.8% | 0.8% | -18.1% | 4.4% | i | 0.5% | 5.0% | 3.7% | -3.4% | 1.4%
> COc1cc(=O)[nH]c(SCc2c(F)c(F)c(F)c(F)c2F)n1
    -0.1% | -1.1% | ? | 0.9% | 9.7% | i | 2.2% | ? | -10.6% | -2.2% | 0.1%
> C[C@@]12CCC(=O)C[C@@H]1CC[C@@H]1[C@@H]2CC[C@]2(C)C(=O)CC[C@@H]12
    4.2% | -1.1%[3.08 µM] | -1.0% | · | 16.6% | · | 3.6% | · | · | · | 0.2%
> CCCn1c(=O)c2[nH]c(C3CCCC3)nc2n(CCCOC(=O)c2ccc(S(=O)(=O)F)cc2)c1=O
    2.8% | 0.6% | 2.2% | 20µM* | 2.0% | i | 10.5% | 7.6% | -2.0% | -4.9% | 2.1%
> CC1CC(=O)O1 (stereo not given)
    -7.0% | -0.2% | 1.6% | -0.7% | · | · | -2.9% | 2.7% | 2.7% | 2.9% | -0.1%
> O=C1C=C2C=CC3C[C@@]2(O1)C1CCCCN31 (stereo not given in full)
    -0.9% | -0.1%[3.08 µM] | -2.3% | · | 5.2% | · | -5.5% | · | · | · | 1.2%
> C[C@H](CN(C)C)C(C#N)(c1ccccc1)c1ccccc1
    -1.4%[11.5 µM] | 0.4%[15.4 µM] | 0.4%[11.5 µM] | 5.0%[11.4 µM] | · | i | 4.6%[11.4 µM] | -3.9%[11.4 µM] | 2.5%[11.4 µM] | -7.7%[11.4 µM] | 0.4%[15.4 µM]
> FC(F)(F)c1ccc(Cl)cc1
    -3.6% | 0.4% | 1.8% | 4.0% | · | · | 8.4% | 24.5% | -16.1% | -1.1% | -0.5%
> O=c1[nH]c(=O)n(C2CCCCCC2)c(O)c1C=NC1CCN(Cc2ccccc2)CC1
    0.4% | 0.9% | -1.1% | -7.6% | 43.7%[activator] | i | -16.1% | 21.9% | -14.9% | -1.3% | -1.2%
> CN(C)C1C(=O)C(C(N)=O)=C(O)[C@@]2(O)C(=O)C3=C(O)c4c(O)cccc4[C@](C)(O)C3C(O)C12 (stereo not given in full)
    -4.7% | 0.0%[3.08 µM] | -8.6% | · | 38.5%[activator] | · | -16.0% | · | · | · | -6.7%
> Cn1c(O)c(C=NCCOc2ccc(Cl)cc2)c(=O)n(C)c1=O
    -2.2% | -1.8% | -1.8% | -3.8% | 8.3% | · | 9.5% | -2.2% | 29.4% | 2.1% | -1.3%
> C[C@@]12CCC(OS(=O)(=O)O)C[C@@H]1CCC1C2CC[C@]2(C)C(=O)CCC12 (stereo not given in full)
    -0.2% | -1.8% | 1.4% | · | 2.3% | · | -3.3% | · | · | · | -3.2%
